Source: PubChem BioAssay (National Center for Advancing Translational Sciences (NCATS))
TRHR agonist – agonists of human TRH receptor | TRHR cells, calcium flux fluo-8, FDSS agonist mode | activation, % at 2 µM | 0.18% of 360,000 active | P34981 | AID 493084; in the data active = activation above about 30%; note: 0% is about no effect
Target sequence (P34981 whole entry, looked up): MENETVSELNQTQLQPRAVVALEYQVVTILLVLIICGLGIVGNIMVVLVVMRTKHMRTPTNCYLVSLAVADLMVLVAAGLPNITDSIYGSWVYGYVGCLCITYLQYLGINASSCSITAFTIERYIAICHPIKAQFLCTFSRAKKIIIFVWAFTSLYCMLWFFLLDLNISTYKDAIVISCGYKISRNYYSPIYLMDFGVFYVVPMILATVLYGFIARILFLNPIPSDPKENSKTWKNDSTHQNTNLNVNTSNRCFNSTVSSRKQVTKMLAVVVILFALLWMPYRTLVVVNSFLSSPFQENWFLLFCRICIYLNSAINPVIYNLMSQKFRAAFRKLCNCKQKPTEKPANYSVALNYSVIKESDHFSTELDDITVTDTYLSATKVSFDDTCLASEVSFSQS
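Steps: seed TRHR cells overnight; add fluo-8 no-wash Ca dye, RT 30 min–1.5 h; record 10 s baseline; pin-transfer compounds; monitor fluorescence 1 cycle/s for the agonist window. Calcium increases flag candidate agonists.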
D1 agonist – activates the human D1 dopamine receptor; HEK293 T-REx D1 cells, calcium flux, agonist mode; activation, % at 2 µM; 1% of 360,000 active; AID 504660; in the data active = activation above about 30%; note: 0% is about no effect
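Inducible HEK293 T-REx D1 cells, force-coupled to calcium signalling, were plated at 4000 cells/well with tetracycline and held overnight at 30 C. After no-wash calcium dye loading, compound-evoked calcium rise over 180 s flagged agonists.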
D1 antag – blocks dopamine activation of the human D1 receptor; 3.2% of 360,000 active; HEK293 TREx D1 cells, calcium flux, dopamine EC80; hits give low values; P21728; activity change, negative = inhibition, % at 10 µM; AID 504652; in the data active = activity change below about -30%; note: % is set by controls: 0 for no effect and ±100 for the full control effect
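HEK293 T-REx cells expressing inducible, force-coupled D1 receptor; no-wash Ca dye, 30–90 min RT. Cmpd → 180 s read at 1 Hz → EC80 DA → 180 s read.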
TRHR enhancer – TRH receptor (human) allosteric enhancement; 0.66% of 360,000 active; TRHR cells, fluo-8 calcium fluorescence, EC20 TRH enhancement; enhancement, % at 2 µM; P34981; in the data active = enhancement above about 30%; note: 0% is about no effect
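Enhancer read-out: after compound pinning and an initial kinetic agonist-mode read, an EC20 of TRH (10 nM final) was injected and fluo-8 calcium signal (Ex 480/Em 530) followed at 1 s/cycle for 100 cycles in TRHR-expressing cells.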
Apoferritin bind – binds horse apoferritin like a general anesthetic; apoferritin/1-aminoanthracene competitive binding, fluorescence; Potency, µM (doses to about 77.5 µM), for the others: at the highest dose activity change, negative = displacement, actives largely listed as inhibitors; 0.074% of 350,000 active; note: potency is the fitted concentration of half-maximal effect; % is set by controls: 0 for no effect and ±100 for the full control effect; nearly all actives have a fitted effect of over 20% in size
Target sequence (P02791 2-175 limits assumed): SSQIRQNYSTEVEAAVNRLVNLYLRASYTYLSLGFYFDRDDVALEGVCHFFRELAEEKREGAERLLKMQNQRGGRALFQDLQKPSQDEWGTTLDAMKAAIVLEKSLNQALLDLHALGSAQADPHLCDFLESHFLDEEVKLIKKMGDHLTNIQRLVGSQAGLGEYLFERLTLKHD
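Apoferritin-based anesthetic binding model; compound displacement of fluorescent 1-AMA measured as endpoint fluorescence after 10 minutes at room temperature, scaled to free-ligand and complex controls.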
D2 PAM – positively modulates the human D2 dopamine receptor allosterically; HEK293 T-REx D2, calcium flux, EC20 dopamine potentiation; potentiation, % at 10 µM; 0.34% of 340,000 active; P14416;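 active = potentiation over 3 SD above the plate norm, cut at about 30% in these data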; note: 0% is about no effect
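Potentiation of an EC20 dopamine calcium response measured kinetically over 180 s, after a preceding 180 s compound-only read flagging agonists. Cells: inducible Hek293 Trex D2 line, 4000/well, cultured overnight at 30 C before dye loading.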
RXFP1 ag – RXFP1 (human) receptor agonism. HEK293T-RXFP1 cAMP TR-FRET, 30 min; response scale: percent of porcine relaxin response, buffer zero. Potency, µM (top dose mostly 57.5 µM), for the others: top-dose activation, usual class: activators. 0.3% of 370,000 active. AID 2676; note: potency is the fitted concentration of half-maximal effect; % is set by controls: 0 for no effect and ±100 for the full control effect; nearly all actives have a fitted effect of over 60% in size; many of its hits are not listed in these tables
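Agonist response is measured as cAMP accumulation in an RXFP1-transfected HEK293T line under PDE4 inhibition. Values are scaled between buffer-only and 29 nM porcine relaxin, and EC50s come from standard Hill equation fits.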
D1 PAM – human D1 dopamine receptor positive modulation | potentiation, % at 10 µM | AID 504651 | HEK293 TREx D1 cells, calcium flux, dopamine EC20 potentiation | 0.036% of 360,000 active; in the data active = potentiation above about 30%; note: 0% is about no effect
RXFP1 antagonist – blocks the human relaxin receptor RXFP1; Q9HBX9; HEK293-RXFP1, relaxin-stimulated cAMP HTRF, 30 min; hits give low values; activity change, negative = inhibition, % at 57.5 µM; 0.59% of 350,000 active; AID 1259400;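 active = activity change of -60% or lower, but not beyond a set lower limit; inconclusive = change between -60% and -40%, or beyond the set limit; inactive = change above -40%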; note: % is set by controls: 0 for no effect and ±100 for the full control effect
* marks the source's active call; other numbers are inactive results; ? = inconclusive; nt = not tested or not shown; & = joins results of further samples; [ ] = remark or other dose. Unless noted, calls come from the whole dose curve; as a rule, active = well fitted curve in the direction sought with a large enough effect; inconclusive = small, poorly fitted or top-dose-only effect, or another doubt; inactive = no such curve, though single readings can be large; an effect the other way counts as inactive or inconclusive. This is a subset; the hit share may differ from the screen's.

SMILES | TRHR agonist | D1 agonist | D1 antag | TRHR enhancer | Apoferritin bind | D2 PAM | RXFP1 ag | D1 PAM | RXFP1 antagonist
NC(=O)CS(=O)C(c1ccccc1)c1ccccc1 (stereo unspecified) | 0.1 | -1 | -10 | 1 | 2%&3%&0% | 3 | 1.7% | 1 | 11
O=c1[nH]c(=S)n(Cc2ccc(F)cc2)c(O)c1/C=N/N1CCCCC1 | 0.5 | 1 | 2 | 2 | -3% | -8 | -4.6% | 0 | -6
C[N+](C)(C)CC(=O)Nc1ccc(Cl)cc1C(=O)c1ccccc1 | -0.1 | 1 | 2 | -5 | -12% | -11 | 0.1% | 1 | -7
CCOP(=O)(OCC)c1cccc(O)c1 | 1.6 | 2 | 4 | 5 | -7% | -12 | -0.3% | 2 | -2
O=C1NC(=O)C(C(CC(=O)c2ccccc2)c2ccccc2)C(=O)N1 (stereo unspecified) | 0.6 | 1 | 13 | 9 | -18% | 8 | 4.7% | -2 | -10
CCOc1cc2c(cc1OCC)-n1cccc1C(c1cc(OC)ccc1F)NC2 (stereo unspecified) | -1.3 | 8 | 7 | 3 | -10% | 15 | -0.3% | -1 | -15
C(CCc1nn[nH]n1)CCc1nn[nH]n1 | -0.8 | 5 | -37* | 5 | -2% | 23 | -1.5% | -2 | 6
CC12CN3CC(C)(CN(C1)C31CCOCC1)C2=O | -0.8 | 0 | -7 | -2 | 2% | 8 | -0.9% | -3 | -14
CCC(=NCCc1c[nH]c2ccccc12)c1c(O)n(-c2ccc(C)cc2)c(=O)[nH]c1=O | -0.2 | 5 | -7 | 4 | 0% | 9 | -0.8% | -6 | 9
Cc1[nH]c2ccccc2c1C(=O)CN1CC=C(c2ccccc2)CC1 | 0.1 | 7 | -23 | 0 | -5% | -28 | -0.4% | -4 | -7
O=C(c1ccc(CNS(=O)(=O)c2ccc(Br)cc2)cc1)N1CCC2(CC1)OCCO2 | -0.3 | 5 | -2 | -2 | -13% | 2 | 0.1% | -2 | -11
CCC(C)C12CN3CCN(CC(C)(C3)C1=O)C2 (stereo unspecified) | -0.1 | 0 | 7 | -3 | -4% | 1 | -0.7% | -3 | -6
OCCN(CC#CC(O)(c1ccccc1)C1CCCC1)CCO (stereo unspecified) | 0.5 | 0 | -4 | 5 | -5% | 12 | 0.1% | 3 | -28
COc1cc(C(=S)N2CCOCC2)cc(OC)c1OC(=O)Cc1ccccc1 | -0.1 | 0 | 3 | -2 | -15% | 11 | 5.4% | 2 | -6
COc1ccc(OCC(=O)N2CCN(C/C=C/c3ccccc3)CC2)cc1 | -0.6 | 3 | 8 | -1 | -6% | 4 | -1.6% | -1 | 18
CCCCn1c(O)c(C(CC)=NCCc2ccccc2)c(=O)[nH]c1=O | 0.0 | 2 | -3 | -1 | ? | 20 | 2.8% | -6 | -25
Cc1ccc(-n2c(C)nc3ccccc3c2=O)cc1C | 0.3 | 2 | 6 | 0 | -19% | 3 | -0.8% | 3 | 11
COc1ccc(CCNC(=O)c2ccc3c(c2)CCN3S(=O)(=O)c2ccc(C)cc2)cc1OC | -0.6 | 1 | -5 | 0 | 77%[activator] | 15 | -0.1% | -1 | -21
CN1CC=C(/C=C/c2ccc(-c3ccccc3)cc2)CC1 | 0.4 | 24 | -40* | 0 | ? | 2 | 2.3% | 1 | -6
COC(=O)C1=C(c2cccc(C#N)c2)C[C@@H]2CC[C@H]1N2C(=O)N1CCCC1 | 0.1 | 0 | -16 | -5 | nt | -5 | 1.5% | 0 | nt
Oc1ccc(C2NCc3ccccc3-n3cccc32)cc1Cl (stereo unspecified) | 0.1&1.1 | 19&15 | 29&-1 | 3&5 | -2%&-10% | 0&2 | 0.2%&-1.6% | 8&-3 | -20&-21
Cc1ccc(-c2ccc(=O)n(CC(=O)N3CCC4(CC3)OCCO4)n2)cc1 | -0.1 | -1 | -21 | -9 | ? | 4 | -1.0% | -5 | 19
Cc1cc(/C=C2\C(=O)NC(=O)N(Cc3ccccc3Cl)C2=O)c(C)n1-c1ccc(C(=O)O)cc1 | -1.4 | 3 | 6 | 5 | -9% | -7 | 1.6% | -5 | -3
CCOc1ccc(NCc2cccn2-c2nnc(N3CCC(C(=O)NCC(C)c4ccccc4)CC3)s2)cc1 (stereo unspecified) | 0.0 | 0 | -6 | 3 | 87%[activator] | 15 | 2.7% | -2 | -4
O=C1C2CCCC1C(N1CCCCC1)CC2 (stereo unspecified) | 1.1 | 3 | 5 | 5 | -4% | -2 | 2.2% | -9 | -1
COc1ccc(-c2cc(=Nc3cccc(C(=O)O)c3)c3cc(C)ccc3o2)cc1 | -1.2 | 2 | 0 | -2 | -13% | 6 | 0.2% | 0 | -11
CCOc1ccc(NC(=O)C2C(C(=O)O)C3(Cl)C(Cl)=C(Cl)C2(Cl)C3(Cl)Cl)cc1 (stereo unspecified) | 1.1 | 3 | 4 | 5 | ? | 3 | -1.8% | -2 | 5
Cc1ccsc1C(=O)C1CCCN(Cc2cccc(-n3cccn3)c2)C1 (stereo unspecified) | -0.1 | 13 | 3 | 5 | -21% | 14 | -2.3% | 3 | -15
CCC(C)n1c(O)c(C=Nc2cccc(C(F)(F)F)c2)c(=O)[nH]c1=S (stereo unspecified) | -0.2 | 1 | 3 | -1 | ? | 5 | 1.8% | -3 | 6
Cc1cc(OCC(=O)NC2CCS(=O)(=O)C2)c2c3c(c(=O)oc2c1)CCC3 (stereo unspecified) | -0.4 | 3 | 6 | -4 | -9% | -3 | 4.8% | -1 | -3
N=C1c2ccccc2CN1c1ncccn1 | 0.4 | 2 | 3 | 1 | -3% | -3 | 5.7% | -4 | -7
CCCCCCC(=O)N/N=C/c1c(O)n(CCc2ccccc2)c(=O)[nH]c1=O | -0.3 | 1 | 0 | -6 | 3% | -7 | 0.9% | -2 | -1
COCc1c(CN)cnc(C)c1N | -0.3 | 2 | -3 | 8 | -8% | 3 | 0.4% | 4 | 23
COc1ccc2[nH]c3c(c2c1)CCN[C@H]3C | 1.2 | 2 | -10 | -7 | -6% | -7 | -2.0% | -3 | 2
O=[N+]([O-])c1ccc(-[n+]2c(-c3ccccc3)cc(-c3ccccc3)cc2-c2ccccc2)cc1 | -0.8 | 0 | -15 | 16 | ? | 13 | -1.9% | 4 | 3
CCOC(=O)C1(CCc2ccccc2)CCN(Cc2csc(C(C)=O)c2)CC1 | -0.6 | 2 | -6 | -3 | -12% | -22 | 0.1% | -2 | -20
CCC1(CC)C(=O)N(C)C(=O)NC1=NC | 0.0 | 0 | -35* | 1 | 19% | 11 | 2.2% | 6 | 10
O=Cc1cn(Cc2ccc(Br)cc2)c2ccccc12 | -0.1 | 4 | -7 | -8 | -1% | -7 | -0.8% | -3 | -15
CC(=NCCCN1CCOCC1)c1c(O)[nH]c(=O)[nH]c1=O | -0.3 | 1 | 4 | 3 | -3% | 0 | 2.1% | 0 | -11
CCC(=NCc1ccco1)c1c(O)n(C)c(=O)n(C)c1=O | -0.4 | 7 | -7 | -1 | -7% | 4 | 12% | -7 | -2
Cc1nn(C)c(C)c1P(=S)(c1c(C)nn(C)c1C)N(C)C | -0.5 | 1 | 1 | 3 | -7% | 12 | 0.2% | -5 | 4
O=c1[nH]c(=O)n(-c2cccc(Cl)c2)c(O)c1C=NCCCN1CCOCC1 | -0.8 | 4 | 3 | -14 | -16% | 9 | -0.2% | 0 | -10
COc1ccc(C2CC(=O)Oc3c2c(=O)oc2ccccc32)c(OC)c1OC (stereo unspecified) | -3.8 | 1 | 0 | 8 | -21% | 9 | 1.4% | 0 | -3
O=P1(NCc2ccco2)COc2ccccc2OC1 | 0.7 | 2 | -10 | -1 | -4% | -3 | 2.0% | -2 | -13
COc1ccc(-c2csc(NC(=O)COC(=O)Cc3ccccc3)n2)cc1OC | 0.3 | 2 | -2 | 5 | 32%[activator] | 11 | -0.3% | 9 | nt
COc1cccc(C(=O)C2CCCN(Cc3ccccn3)C2)c1 (stereo unspecified) | 1.5 | 0 | -1 | 11 | -2% | -17 | 0.2% | -1 | 3
COc1cc(OC)c(OC)cc1CNC(C)C(O)c1ccccc1 (stereo unspecified) | 0.1 | 3 | 0 | 21 | -7% | 3 | -0.1% | -1 | 7
Cc1ccc(NC(=S)NCCc2cnc[nH]2)cc1C | 0.0 | 2 | -12 | 2 | -7% | -8 | -0.6% | -11 | 12

Single records, as listed above. Screens in order: TRHR agonist | D1 agonist | D1 antag | TRHR enhancer | Apoferritin bind | D2 PAM | RXFP1 ag | D1 PAM | RXFP1 antagonist
Cc1ccc(-n2c(C)nc3ccccc3c2=O)cc1C is listed as 0.3 | 2 | 6 | 0 | -19% | 3 | -0.8% | 3 | 11
COc1ccc2[nH]c3c(c2c1)CCN[C@H]3C is listed as 1.2 | 2 | -10 | -7 | -6% | -7 | -2.0% | -3 | 2
COc1cc(OC)c(OC)cc1CNC(C)C(O)c1ccccc1 (stereo unspecified) is listed as 0.1 | 3 | 0 | 21 | -7% | 3 | -0.1% | -1 | 7
CCC(=NCc1ccco1)c1c(O)n(C)c(=O)n(C)c1=O is listed as -0.4 | 7 | -7 | -1 | -7% | 4 | 12% | -7 | -2
C[N+](C)(C)CC(=O)Nc1ccc(Cl)cc1C(=O)c1ccccc1 is listed as -0.1 | 1 | 2 | -5 | -12% | -11 | 0.1% | 1 | -7
